Pf Dd2 growth = blocks growth of Plasmodium falciparum Dd2 parasites | P. falciparum Dd2 growth, SYBR Green, 72 h; stronger effect = lower value | activity change, % at 10 µM | hit rate 2.3% among 94,000 | AID 1159554; in the data active = activity change below about -80%; inconclusive = no clear call, values can overlap the other calls
KDM4C inh = inhibitors of human demethylase GASC-1 KDM4C; Q9H3R0; GST-KDM4C 2-372, H3K9me3 peptide, LANCE TR-FRET; inhibition, % at 12.5 µM; hit rate 0.15% among 96,000; AID 720574;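 active = mean replicate inhibition above about 25%, with at least 55% of replicates also reaching it, limit read from the data, passing the limit was not always enough; inconclusive = only one of those two conditions met; inactive = neither condition met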
Target sequence (Q9H3R0 2-372 limits assumed): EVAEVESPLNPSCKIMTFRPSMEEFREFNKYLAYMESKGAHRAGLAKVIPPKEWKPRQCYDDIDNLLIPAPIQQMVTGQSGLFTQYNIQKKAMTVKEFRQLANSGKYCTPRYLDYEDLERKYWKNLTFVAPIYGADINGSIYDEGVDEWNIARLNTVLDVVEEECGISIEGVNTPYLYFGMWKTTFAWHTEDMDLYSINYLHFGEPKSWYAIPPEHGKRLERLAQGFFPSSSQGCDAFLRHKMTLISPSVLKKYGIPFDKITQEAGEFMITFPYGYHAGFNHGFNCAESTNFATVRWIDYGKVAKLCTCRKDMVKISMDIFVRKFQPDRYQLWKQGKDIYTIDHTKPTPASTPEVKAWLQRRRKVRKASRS
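Assay system: GST-GASC-1 enzyme fragment 2-372 | Amount: 10 nM enzyme | Medium: HEPES buffer, pH 7.5, plus ascorbate | Reagent: H3K9me3 peptide substrate, Fe(II), 2-oxoglutarate | Doses: Single-point compound screen | Incubation: 30 min demethylation and 1 h detection at room temperature | Measured by: LANCE TR-FRET, excitation 340 nm, emissions 618 and 671 nm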
C diff HTS = blocks growth of Clostridium difficile. Clostridium difficile clinical isolate growth, OD600, 24 h; stronger effect = lower value. hit rate 0.25% among 86,000. growth activity, negative = inhibition, % at 16 µg/mL (by protocol);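 active = mean growth activity at or below -80% and every replicate also at or below -80%; inconclusive = mean at or below -80% but some replicate above -80%; inactive = mean growth activity above -80%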;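 also: 0% = DMSO wells and -100% = levofloxacin 16 µg/mL wells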
Tcruzi prolif = blocks T. cruzi growth in NIH3T3 culture; T. cruzi beta-gal in NIH3T3, GalScreen luminescence, 90 h; inhibition, % at 8.34 µM; hit rate 5.9% among 77,000; AID 624255;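 active = mean inhibition above about 93%, with at least 55% of replicates each passing it, limit read from the data, passing the limit was not always enough; inconclusive = only one of those two conditions holds; inactive = neither condition holds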
* hit, by the source's call; ? = inconclusive; . = no result given; & = joins results of further samples.

Structure,KDM4C inh,Tcruzi prolif,Pf Dd2 growth,C diff HTS
COc1ccc(OC(=O)N(C)C[C@H]2OCc3ccccc3-c3c(n(C)c4ccccc34)C(=O)N([C@H](C)CO)C[C@H]2C)cc1,-1.3,.,-17,-11
COC(=O)[C@H]1[C@H](CO)[C@H]2Cn3c(ccc(-c4cccc(F)c4)c3=O)[C@@H]1N2Cc1ccncc1,1.0,8,18,-7
Cc1ccc(OC(=O)N(C)C[C@@H]2OCc3cnnn3CCCC(=O)N([C@@H](C)CO)C[C@@H]2C)cc1,-2.7,4&-24,-8&9,11
COc1ccc(-c2ccc([C@@H]3[C@H](CO)N4CCCCN(C(=O)Cc5ccncc5)C[C@@H]34)cc2)cc1,-0.3,99*,-15,-4
CCC(=O)N1[C@@H]2Cn3c(ccc(-c4cccc(F)c4)c3=O)[C@H]1[C@@H](C(=O)OC)[C@@H]2CO,-0.9,19,6,6
C/C=C/c1ccc(C2[C@@H]3CN(C(=O)C4CCCC4)C[C@H]2N3)cc1 (stereo partly drawn),1.6&-0.8,.,22&-32,10&25
O=C(Cc1ccccc1)N1CCCCN2[C@@H](CO)[C@@H](c3ccc(C#CC4(O)CCCC4)cc3)[C@@H]2C1,0.2,94,-28,7
COC(=O)[C@H]1[C@H](CO)[C@H]2Cn3c(ccc(C4=CCCCC4)c3=O)[C@@H]1N2C(=O)Cc1ccccn1,1.3,59,3,2
O=C(Cc1cccnc1)N1CCCCN2[C@H](CO)[C@H](c3ccc(C#CC4CC4)cc3)[C@@H]2C1,.,87,-17,-10
CC=Cc1ccc2n(c1=O)C[C@H]1[C@H](CO)[C@@H](C(=O)N(C)C)[C@@H]2N1C (mixture of isomers),1.2,13,.,6
O=C(Cc1cccnc1)N1CCCCN2[C@H](C1)[C@@H](c1ccc(C#CC3CC3)cc1)[C@@H]2CO,.,-155,-10,-4
COC(=O)[C@H]1[C@H](CO)[C@H]2Cn3c(ccc(-c4cccc(OC)c4)c3=O)[C@@H]1N2C(=O)c1cnccn1,1.0,-1,8,-3
COc1ccc(C#Cc2ccc([C@H]3[C@@H](CO)N4CCCCN(C(=O)Cc5ccccc5)C[C@H]34)cc2)cc1,-1.6,77,-71,-3
COC(=O)[C@H]1[C@H](CO)[C@H]2Cn3c(ccc(C4=CCCCC4)c3=O)[C@@H]1N2CCc1ccccc1,-0.3,50,6,2
COc1ccc(C#Cc2ccc([C@@H]3[C@@H](CO)N4CCCCN(C(=O)Cc5ccncc5)C[C@H]34)cc2)cc1,0.3,111*,-51,1
C[C@@H]1CN([C@@H](C)CO)C(=O)CCCn2nncc2CO[C@@H]1CN(C)C(=O)Oc1cccc2ccccc12,10,17&15,-18&10,-1&-1
C[C@@H]1CN([C@@H](C)CO)C(=O)c2c(c3ccccc3n2C)-c2ccccc2CO[C@H]1CN(C)C(=O)Oc1ccccc1,-1.3,.,-73,-10
COC(=O)[C@@H]1[C@@H](CO)[C@@H]2Cn3c(ccc(-c4cccc(F)c4)c3=O)[C@H]1N2C(=O)CC1CC1,0.2,46,.,-2
C[C@@H]1CN([C@H](C)CO)C(=O)CCCn2nncc2CO[C@H]1CN(C)C(=O)Oc1ccc2ccccc2c1,-0.2,-4&23,2&-10,0
O=C(Cc1cccnc1)N1CCCCN2[C@@H](CO)[C@H](c3ccc(C#CC4CCCC4)cc3)[C@@H]2C1,-0.2,110*,-47,-14

Structure,KDM4C inh,Tcruzi prolif,Pf Dd2 growth,C diff HTS
O=C(Cc1ccncc1)N1CCCCN2[C@H](C1)[C@H](c1ccc(C#Cc3ccccc3F)cc1)[C@@H]2CO,-0.7,24,-49,0
N#Cc1ccc(-c2ccc([C@H]3[C@H]4CN(C(=O)Cc5ccccc5)CCCCN4[C@H]3CO)cc2)cc1,-3.6,46,26,1
N#Cc1ccc(-c2ccc([C@H]3[C@@H](CO)N4CCCCN(C(=O)Cc5ccccc5)C[C@H]34)cc2)cc1,-0.4,80,-21,5
O=C(O)[C@@H]1[C@@H](CO)[C@@H]2Cn3c(ccc(C4=CCCC4)c3=O)[C@H]1N2C(=O)Cc1ccccn1,3.5,83,18,0
COC(=O)C[C@@H]1CC[C@H]2NC[C@@H](O)COC[C@@H]2O1,-0.7,61,4,5&-8
COc1ccc(-c2ccc([C@@H]3[C@@H](CO)N4CCCCN(C(=O)Cc5ccccc5)C[C@H]34)cc2)cc1,-0.4,?,-79,1
COC(=O)[C@H]1[C@H](CO)[C@H]2Cn3c(cccc3=O)[C@@H]1N2C(=O)C1CCC1,.,27,3,-1
C[C@H]1CN([C@@H](C)CO)C(=O)c2c(c3ccccc3n2C)-c2ccccc2CO[C@@H]1CN(C)C(=O)Oc1ccccc1,-1.9,.,-60,3
CCCNC(=O)[C@@H]1[C@@H](CO)[C@@H]2Cn3c(cccc3=O)[C@H]1N2CCC,0.3,78,10,-5
O=C(Cc1ccccc1)N1CCCCN2[C@H](CO)[C@H](c3ccc(C#Cc4ccccc4)cc3)[C@@H]2C1,2.4,120*,-24,-1
O=C(O)[C@@H]1[C@@H](CO)[C@@H]2Cn3c(ccc(-c4ccncc4)c3=O)[C@H]1N2S(=O)(=O)c1ccccc1F,5.0,-110,.,-2
O=C(Cc1cccnc1)N1CCCCN2[C@@H](CO)[C@H](c3ccc(/C=C/c4ccccc4)cc3)[C@@H]2C1,0.0,105*,8,52
O=C(O)[C@@H]1[C@@H](CO)[C@@H]2Cn3c(ccc(C4=CCCCC4)c3=O)[C@H]1N2C(=O)Cc1ccccn1,-0.2,-42,.,3
COC(=O)[C@@H]1[C@@H](CO)[C@@H]2Cn3c(ccc(-c4cncnc4)c3=O)[C@H]1N2S(=O)(=O)c1ccccc1C,0.0,59,3,-2
C[C@H](CO)N1C[C@H](C)[C@@H](CN(C)C(=O)Oc2ccc3ccccc3c2)OCc2cn(nn2)CCCC1=O,3.6,-25&-8,-7&-3,-3
COc1ccc(C#Cc2ccc([C@@H]3[C@H]4CN(C(=O)Cc5cccnc5)CCCCN4[C@H]3CO)cc2)cc1,0.5,99*,-26,-8
O=C(O)[C@H]1[C@H](CO)[C@H]2Cn3c(ccc(-c4ccccc4F)c3=O)[C@@H]1N2C(=O)Nc1ccccc1,0.0,62,.,-4
OC[C@@H]1[C@@H]2c3ccccc3NC[C@@H]2N1Cc1cccnc1,1.5,10,-8,-7
Cc1ccccc1-c1ccc([C@H]2[C@@H](CO)N3CCCCN(C(=O)Cc4ccccn4)C[C@@H]23)cc1,0.8,103*,6,-15
COc1ccc(-c2ccc([C@H]3[C@@H](CO)N4CCCCN(C(=O)Cc5ccncc5)C[C@H]34)cc2)cc1,-2.2,88,-4,-5

Structure,KDM4C inh,Tcruzi prolif,Pf Dd2 growth,C diff HTS
C[C@H]1CN([C@@H](C)CO)C(=O)CCCn2cc(nn2)CO[C@@H]1CN(C)C(=O)Oc1ccc2ccccc2c1,1.4,-23,-8,.
COC(=O)[C@H]1[C@H](CO)[C@H]2Cn3c(cccc3=O)[C@@H]1N2C(=O)C1CC1,-1.5,-7,.,-4
COc1cccc(-c2ccc([C@H]3[C@@H](CO)N4CCCCN(C(=O)Cc5ccncc5)C[C@H]34)cc2)c1,-0.8,107*,-39,-4
COC(=O)[C@H]1[C@H](CO)[C@H]2Cn3c(ccc(-c4cccc(F)c4)c3=O)[C@@H]1N2Cc1cccnc1,-0.3,-6,7,-1
Cc1ccc(OC(=O)N(C)C[C@@H]2OCc3cnnn3CCCC(=O)N([C@H](C)CO)C[C@@H]2C)cc1,0.9,23&-22,-8&8,-1&1
COc1ccc(-c2ccc([C@@H]3[C@@H](CO)N4CCCCN(C(=O)Cc5ccncc5)C[C@@H]34)cc2)cc1,-0.2,52,-55,-5
CCCC#Cc1ccc([C@@H]2[C@H](CO)N3CCCCN(C(=O)Cc4ccccn4)C[C@@H]23)cc1,-1.0,55,-51,-6
COC(=O)[C@H]1N[C@H]2c3ccc(C4=CCCC4)c(=O)n3C[C@H]2[C@@H]1CO,1.6,-20,.,0
CN1[C@@H]2CNc3ccccc3[C@@H]2[C@@H]1CO,0.5,-23,-68,-3
CN1c2ccc(Br)cc2[C@@H]2NCC[C@@H]2[C@@H]1CO,0.9,27&20,7&-49,1&-1
COc1ccc(OC(=O)N(C)C[C@H]2OCc3ccccc3-c3c(n(C)c4ccccc34)C(=O)N([C@@H](C)CO)C[C@H]2C)cc1,-4.4,.,-5,-40
CC=Cc1ccc2n(c1=O)C[C@@H]1[C@@H](CO)[C@H](C(=O)OC)[C@H]2N1S(=O)(=O)c1cccc(C)c1 (mixture of isomers),0.6,22,.,-4
COC(=O)[C@@H]1[C@@H](CO)[C@@H]2Cn3c(ccc(-c4cccnc4)c3=O)[C@H]1N2S(=O)(=O)c1ccccc1F,-0.1,16,12,-2
COC(=O)[C@H]1[C@H](CO)[C@H]2Cn3c(ccc(-c4ccccc4)c3=O)[C@@H]1N2C(=O)c1ccccc1F,-0.3,28,1,-5
O=C(O)[C@H]1[C@H](CO)[C@H]2Cn3c(ccc(-c4ccncc4)c3=O)[C@@H]1N2S(=O)(=O)c1ccccc1F,0.5,-81,.,-3
O=C(Cc1ccccn1)N1CCCCN2[C@@H](CO)[C@@H](c3ccc(C#Cc4ccccc4)cc3)[C@@H]2C1,-0.5,110*,-79,8
CN(C)CC#Cc1ccc([C@@H]2[C@H](CO)N3CCCCN(C(=O)Cc4ccccn4)C[C@@H]23)cc1,4.8,114*,4,27
Cc1ccccc1-c1ccc([C@H]2[C@@H](CO)N3CCCCN(C(=O)Cc4ccccn4)C[C@H]23)cc1,0.0,93,-6,-10
CN(C)CC#Cc1ccc([C@@H]2[C@H]3CN(C(=O)Cc4ccccn4)CCCCN3[C@H]2CO)cc1,4.4,75,-13,5
CC(C)CC#Cc1ccc([C@H]2[C@H](CO)N3CCCCN(C(=O)Cc4ccccn4)C[C@@H]23)cc1,0.2,95,-26,-18

A second format for part of the listing above:
Second line of a record – KDM4C inh | Tcruzi prolif | Pf Dd2 growth | C diff HTS
C[C@H]1CN([C@@H](C)CO)C(=O)c2c(c3ccccc3n2C)-c2ccccc2CO[C@@H]1CN(C)C(=O)Oc1ccccc1
→ -1.9 | . | -60 | 3
CCCNC(=O)[C@@H]1[C@@H](CO)[C@@H]2Cn3c(cccc3=O)[C@H]1N2CCC
→ 0.3 | 78 | 10 | -5

Further structures.
Structure,KDM4C inh,Tcruzi prolif,Pf Dd2 growth,C diff HTS
CC(=O)N1[C@@H]2Cn3c(ccc(-c4cccc(C(=O)N(C)C)c4)c3=O)[C@H]1[C@@H](C(=O)O)[C@@H]2CO,.,.,22,2
CCCNC(=O)N1[C@@H]2c3ccc(-c4ccccc4OC)c(=O)n3C[C@H]1[C@H](CO)[C@H]2C(=O)OC,0.1,5,8,3
C/C=C/c1ccc(C2[C@H]3CNC[C@@H]2N3CC2CC2)cc1 (stereo partly drawn),0.1,.,8,50
COc1ccc(OC(=O)N(C)C[C@@H]2OCc3cnnn3CCCC(=O)N([C@H](C)CO)C[C@H]2C)cc1,-0.2,8&0,5&-8,.
CC=Cc1ccc2n(c1=O)C[C@@H]1[C@@H](CO)[C@H](C(=O)OC)[C@H]2N1CC1CCCCC1 (mixture of isomers),-1.6,23,4,1
COC(=O)[C@@H]1[C@@H](CO)[C@@H]2Cn3c(ccc(-c4ccccc4)c3=O)[C@H]1N2CCc1ccccc1,-0.9,38,3,-2
COC(=O)[C@@H]1[C@@H](CO)[C@@H]2Cn3c(ccc(-c4ccccc4)c3=O)[C@H]1N2CC1CCOCC1,0.2,-14,22,0
C/C=C/c1ccc(C2[C@H]3CNC[C@@H]2N3CC2CCCCC2)cc1 (stereo partly drawn),-0.3,.,39,-10
COc1ccc(-c2ccc([C@H]3[C@@H](CO)N4CCCCN(C(=O)Cc5ccccc5)C[C@H]34)cc2)cc1,-2.3,91,-23,-1
CCCNC(=O)N1[C@@H]2Cn3c(ccc(-c4ccccc4OC)c3=O)[C@H]1[C@@H](C(=O)OC)[C@@H]2CO,7.7,-5,19,-4
N#Cc1cccc(-c2ccc([C@@H]3[C@@H](CO)N4CCCCN(C(=O)Cc5ccncc5)C[C@H]34)cc2)c1,-0.1,108*,-16,5
Cc1ccc(OC(=O)N(C)C[C@H]2OCc3cnnn3CCCC(=O)N([C@@H](C)CO)C[C@@H]2C)cc1,-0.8,-11,0,2
CCCN1[C@@H]2Cn3c(ccc(-c4cccc(C(=O)N(C)C)c4)c3=O)[C@H]1[C@@H](C(=O)OC)[C@@H]2CO,-1.5,5,.,0
COC(=O)[C@@H]1[C@@H](CO)[C@@H]2Cn3c(ccc(-c4cccc(OC)c4)c3=O)[C@H]1N2C(=O)c1ccccc1F,-1.4,-8,7,-3
O=C(Cc1ccccn1)N1CCCCN2[C@H](CO)[C@@H](c3ccc(-c4ccccc4F)cc3)[C@@H]2C1,-2.0,25,-34,8

Source: PubChem

The list is partial; the hit share may differ from the screen's.
